Compound activity: PubChem, several laboratories
EBNA-1 inhibitor: EBNA-1 DNA-binding inhibitors, primary screen, biochemical, fluorescence polarization | inhibition, % at 14.8 µM | hit rate 0.34% among 300,000; in the data active means inhibition above about 28%
core dimer inh: inhibitors of HCV core protein dimerization, primary screen, biochemical, TR-FRET, high-throughput. TR-FRET GST/Flag-core106 dimerization, 1536-well. AID 1899, 2009. hit rate 0.33% among 300,000. inhibition, % at 5 µM;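 active means inhibition above the mean of all tested compounds plus 3 SD, set per screening campaign, cut at about 45% in these data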
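Material: GST/Flag-tagged HCV core106 proteins. Incubation: 4 h, 22.5 °C incubation. Read-out basis: inhibition (%) from 671 over 617 nm ratio. Measured by: TR-FRET, excitation 340 nm, emission 617 and 671 nm.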
PP1 inh: PP1-alpha phosphatase inhibitors, primary screen, counter-screen for PP5 inhibitor project, biochemical, fluorescence, OMFP substrate, single point; Serine/threonine-protein phosphatase PP1-alpha catalytic subunit (Homo sapiens), P62136; purified PP1alpha; hit rate 0.9% among 320,000; inhibition, % at 6.7 µM; AID 2235, 2010;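 active means inhibition above the mean inhibition of all tested compounds plus 3 SD, computed separately for each screening campaign, cut at about 15% in these data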
Target sequence (P62136 whole entry, looked up): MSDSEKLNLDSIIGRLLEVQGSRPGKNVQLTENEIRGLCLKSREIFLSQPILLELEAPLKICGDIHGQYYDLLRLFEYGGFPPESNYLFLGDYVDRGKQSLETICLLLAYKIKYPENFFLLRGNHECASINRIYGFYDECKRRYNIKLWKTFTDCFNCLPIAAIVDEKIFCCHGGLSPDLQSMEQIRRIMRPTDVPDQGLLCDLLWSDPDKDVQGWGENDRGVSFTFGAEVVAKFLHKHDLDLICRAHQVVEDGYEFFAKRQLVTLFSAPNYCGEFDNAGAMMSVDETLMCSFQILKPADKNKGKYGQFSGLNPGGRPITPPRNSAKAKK
Yeast superoxide: reduction of superoxide in aged yeast, primary screen, HTS | S. cerevisiae aged cells, superoxide DHE fluorescence; stronger effect = lower value | superoxide response (% of plate mean), % at 10 µM | hit rate 0.18% among 330,000;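 active means superoxide response under a set limit, about three screen SD below normal, cut at about 65% in these data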;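 further: yeast aged for seven days with compound at 30 °C before DHE staining; 100% = average MFI of all compound-treated wells on the plate with controls excluded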
PP5 primary: PP5 phosphatase inhibitors, primary screen, biochemical, fluorescence; inhibition, % at 6.7 µM; AID 1987, 2009; purified PP5c, OMFP substrate fluorescence; hit rate 0.18% among 320,000;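 active means inhibition above the campaign's mean inhibition across all tested compounds plus 3 SD, cut at about 9.5% in these data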;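 further: 0% = DMSO only and 100% = 100 µM cantharidin control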
ZTA DNA inh: ZTA (EBV) inhibition in EBNA-1 counter-screen | P03206 | ZTA-DNA binding, fluorescence polarization | inhibition, % at 11 µM | hit rate 0.15% among 320,000 | AID 2234; in the data active means inhibition above about 33%
Target sequence (P03206 whole entry, looked up): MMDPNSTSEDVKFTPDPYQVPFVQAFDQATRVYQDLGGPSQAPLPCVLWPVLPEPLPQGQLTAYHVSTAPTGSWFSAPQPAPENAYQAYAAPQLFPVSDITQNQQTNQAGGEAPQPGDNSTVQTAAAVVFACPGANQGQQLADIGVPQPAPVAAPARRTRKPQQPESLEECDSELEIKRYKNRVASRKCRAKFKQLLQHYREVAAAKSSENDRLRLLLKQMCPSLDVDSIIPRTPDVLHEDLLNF
GASC-1 inh: inhibitors of GASC-1 histone demethylase, primary screen, biochemical, fluorescence, DELFIA europium; Lysine-specific demethylase 4C (Homo sapiens), Q9H3R0; GST-JMJD2C(1-420) H3K9me3 demethylation; inhibition, % at 2.35 µM; hit rate 0.069% among 330,000; AID 2099, 2009;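 active means more than half of a compound's replicate wells show inhibition beyond 50%, single wells judged on their own value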;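 further: signal counts dimethyl H3K9 product captured on neutravidin plate; 0% = median of DMSO wells and 100% = 0.3 times that DMSO median; strong numbers were not always called active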
Target sequence (Q9H3R0 1-420 limits assumed): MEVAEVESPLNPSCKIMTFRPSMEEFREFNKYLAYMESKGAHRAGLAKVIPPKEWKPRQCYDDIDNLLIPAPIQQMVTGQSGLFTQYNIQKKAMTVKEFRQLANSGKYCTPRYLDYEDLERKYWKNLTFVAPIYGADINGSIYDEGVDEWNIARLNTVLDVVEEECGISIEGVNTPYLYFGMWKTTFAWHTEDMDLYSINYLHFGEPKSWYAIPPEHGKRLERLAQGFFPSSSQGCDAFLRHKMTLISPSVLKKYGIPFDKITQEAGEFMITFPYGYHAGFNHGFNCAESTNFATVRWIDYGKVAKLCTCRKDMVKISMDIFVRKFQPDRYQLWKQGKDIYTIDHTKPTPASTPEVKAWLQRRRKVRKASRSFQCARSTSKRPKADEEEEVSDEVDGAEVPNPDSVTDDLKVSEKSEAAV
TPT1 inh: Candida albicans TPT1 enzyme inhibitors, primary screen, biochemical, fluorescence polarization | hit rate 0.81% among 300,000 | tRNA 2'-phosphotransferase TPT1 (Candida albicans SC5314) | inhibition, % at 5 µM | recombinant caTPT1, FP RNA substrate dephosphorylation;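 active means inhibition above the mean of all tested compounds plus 3 SD, set per screening campaign, cut at about 24% in these data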;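 further: plate controls were DMSO alone for no effect and ferristatin control at 100 nM for full effect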
CTSL1 counter: Fasciola hepatica cathepsin L1 inhibitors, primary screen, counter-screen for PFM18AAP inhibitor project, biochemical, QFRET, fluorogenic peptide substrate. recombinant F. hepatica cathepsin L1, Z-Leu-Arg-MCA fluorescence. inhibition, % at 5.96 µM. AID 1906, 2009. hit rate 0.49% among 300,000;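 active means inhibition above the mean of all tested compounds plus 3 SD, set per screening campaign, cut at about 17% in these data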;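 further: 0% = plate median of test compound wells and 100% = 1 µM Z-Phe-Ala-diazomethylketone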
* = called active by the depositor; x = not tested or not shown.

SMILES	EBNA-1 inhibitor	core dimer inh	PP1 inh	Yeast superoxide	PP5 primary	ZTA DNA inh	GASC-1 inh	TPT1 inh	CTSL1 counter
COc1ccc(C(=O)c2ccccc2Cl)cc1	6	-2	0	81	-0.1	-2	-3	3	8
O=C(/C=C/c1ccc(F)cc1)N1CCc2ccccc2C1	x	x	0	114	-0.6	3	12	x	x
COc1ccc(-c2nc(C#N)c(NC(C)c3ccccc3)o2)cc1OC (configuration not stated)	4	-1	-2	96	3.1	0	8	3	-1
CC(C)(CC(=O)O)CC(=O)NCc1c(Cl)cccc1Oc1ccccc1	4	2	3	106	-0.9	12	-6	-1	-2
Cc1c(NC(=O)c2ccc(NS(=O)(=O)c3ccccc3)cc2)c(=O)n(-c2ccccc2)n1C	9	0	-2	106	2.9	8	2	2	0
COc1cc(NC(=S)NCCCN2CCOCC2)cc(OC)c1	-5	-5	0	101	1.6	0	13	1	0
COc1ccc(N2CCN(c3ccc(C(=O)O)cc3[N+](=O)[O-])CC2)cc1	-13	-1	0	89	1.7	0	-6	-1	8
COc1ccccc1NS(=O)(=O)c1cccc(NC(=O)NC2CCCCC2)c1	7	-2	-1	102	0.4	3	-21	2	3
NNC(=O)c1ccc(N2CCCCCC2)c([N+](=O)[O-])c1	-6	-1	2	95	-1.2	18	14	-1	5
COc1ccc([C@H]2CC(=O)C=C(c3ccc(Cl)c(C(F)(F)F)c3)C2)cc1	x	x	4	112	2.9	-6	2	x	x
O=C1CC(N2CCN(C3CCc4ccccc4C3)CC2)C(=O)N1c1ccccc1 (configuration not stated)	-7	-1	-6	101	0.1	-9	8	-2	-2
CCN(CC)c1ccc(N2C(=O)C3CCCCC3C2=O)cc1[N+](=O)[O-] (configuration not stated)	-12	-6	-9	116	-2.5	-15	-21	-2	-3

Compound profiles, from the list above. Screens in order: EBNA-1 inhibitor | core dimer inh | PP1 inh | Yeast superoxide | PP5 primary | ZTA DNA inh | GASC-1 inh | TPT1 inh | CTSL1 counter
Cc1c(NC(=O)c2ccc(NS(=O)(=O)c3ccccc3)cc2)c(=O)n(-c2ccccc2)n1C in the list: 9 | 0 | -2 | 106 | 2.9 | 8 | 2 | 2 | 0
COc1ccc([C@H]2CC(=O)C=C(c3ccc(Cl)c(C(F)(F)F)c3)C2)cc1 in the list: x | x | 4 | 112 | 2.9 | -6 | 2 | x | x
O=C(/C=C/c1ccc(F)cc1)N1CCc2ccccc2C1 in the list: x | x | 0 | 114 | -0.6 | 3 | 12 | x | x
COc1ccc(-c2nc(C#N)c(NC(C)c3ccccc3)o2)cc1OC (configuration not stated) in the list: 4 | -1 | -2 | 96 | 3.1 | 0 | 8 | 3 | -1
CC(C)(CC(=O)O)CC(=O)NCc1c(Cl)cccc1Oc1ccccc1 in the list: 4 | 2 | 3 | 106 | -0.9 | 12 | -6 | -1 | -2

Some of these compounds in order of molecular weight, lowest first:
SMILES	EBNA-1 inhibitor	core dimer inh	PP1 inh	Yeast superoxide	PP5 primary	ZTA DNA inh	GASC-1 inh	TPT1 inh	CTSL1 counter
COc1ccc(-c2nc(C#N)c(NC(C)c3ccccc3)o2)cc1OC (configuration not stated)	4	-1	-2	96	3.1	0	8	3	-1
CC(C)(CC(=O)O)CC(=O)NCc1c(Cl)cccc1Oc1ccccc1	4	2	3	106	-0.9	12	-6	-1	-2
O=C1CC(N2CCN(C3CCc4ccccc4C3)CC2)C(=O)N1c1ccccc1 (configuration not stated)	-7	-1	-6	101	0.1	-9	8	-2	-2

New compounds follow
SMILES	EBNA-1 inhibitor	core dimer inh	PP1 inh	Yeast superoxide	PP5 primary	ZTA DNA inh	GASC-1 inh	TPT1 inh	CTSL1 counter
COc1ccccc1-c1cc(C(F)(F)F)n2ncc(S(=O)(=O)c3ccccc3)c2n1	-7	4	2	98	1.9	-9	2	-1	-1
O=c1[nH]c(NNC(=S)NCc2ccccc2)nc2c1C1(CCCCC1)Cc1ccccc1-2	6	13	12	106	4.0	-6	-1	-1	1
Cc1ccc(OCc2nc(C#N)c(NCc3ccc4c(c3)OCO4)o2)cc1	-1	8	1	96	0.1	1	0	-2	0
CCOc1ccc(/C(O)=C2/C(=O)C(=O)N(CCN(CC)CC)C2c2ccco2)cc1 (configuration not stated)	-9	-5	-1	101	1.7	-15	-3	-2	-7
CCN(CC)CCN1C(=O)C(=O)/C(=C(/O)c2cccc(OC)c2)C1c1ccccn1 (configuration not stated)	15	-1	-1	112	-1.6	-2	-4	-7	2
c1cncc(CNC2CCCc3ccccc32)c1 (configuration not stated)	12	-1	-3	96	0.3	10	-4	0	-3
CCC1=NN(C(=O)COc2ccccc2C)C(O)(c2ccncc2)C1 (configuration not stated)	9	5	-2	127	-0.3	23	19	0	-3
O=C1OC2(CCCCC2)OC(=O)C1=CNc1nc2ccccc2s1	-5	-2	-2	99	-1.0	-1	-9	1	0
CCN(CC(=O)Nc1ccc(OC)cc1)C(=O)c1cc([N+](=O)[O-])ccc1N1CCOCC1	7	-5	0	97	2.2	-4	1	-4	0
COc1ccc(-c2nc(C(=O)NCC3CCCO3)cc3c2[nH]c2ccccc23)cc1 (configuration not stated)	-10	5	7	120	6.5	-1	x	0	-1
O=C(c1ccc([N+](=O)[O-])cc1)N1CCC(Cc2ccccc2)CC1	-3	0	0	96	-1.6	5	-16	2	-2
Cc1cccc(/C=N/Nc2nncc3ccccc23)c1	7	-3	-1	95	1.6	5	-1	-3	1
Cc1nc(NC(=O)C(C)Oc2cccc(Cl)c2)sc1C(=O)N(C)C (configuration not stated)	2	-3	-1	97	2.1	6	0	-2	-1
COc1cc(/C=C2/NC(=O)N(CC(=O)Nc3ccc(C)cc3)C2=O)ccc1Oc1ccc([N+](=O)[O-])cn1	-5	11	19*	97	-1.2	8	4	-2	2
COc1ccc(CCN(C)C2CCCN(C(=O)Cn3cnnn3)C2)cc1OC (configuration not stated)	-3	-4	-3	121	4.4	7	3	3	-8
Cn1c(/C(C#N)=C(\O)c2cc(Cl)sc2Cl)nc2ccccc21	3	-1	-1	93	0.0	1	-10	-3	0
CCCCN(C(=O)C1=NN(c2ccccc2)C(=O)CC1)c1c(N)n(CC(C)C)c(=O)[nH]c1=O	x	x	2	79	2.9	3	6	x	x
COc1ccc(CC(=O)O/N=C(\N)c2ccccn2)cc1	-10	2	-5	90	-2.4	6	-5	0	-4
O=C1CCC(=O)N1c1ccc(NCc2ccccc2Cl)c([N+](=O)[O-])c1	4	-4	5	99	1.4	0	-10	0	2
Cc1c(NC(=O)/C(=C/c2cccs2)c2cccs2)c(=O)n(-c2ccccc2)n1C	2	32	-1	90	4.0	12	1	3	-3
Cc1cc(C)cc(NC(=O)c2cc(S(=O)(=O)N3CCCC3)cn2C)c1	2	-3	-4	86	-1.6	3	102	-3	0
Cc1oc(-c2ccccc2)nc1CS(=O)CC(=O)NC1CCCCCC1 (configuration not stated)	-12	-2	2	104	3.5	-8	8	3	-5
CCOC(=O)CSc1nnnn1-c1cc(OC)c(Cl)cc1OC	13	2	-4	115	-0.4	7	-2	2	1
CNC(=O)c1csc(-c2ccc(Cl)cc2)n1	-5	-2	-2	84	1.7	3	-8	-4	-2
O=C(CSc1nnc(COc2ccccc2)o1)NC1CC2CCC1C2 (configuration not stated)	7	2	-2	100	1.2	-8	6	2	-28
COCCn1c(=NC(=O)c2cc(-c3cccs3)nc3ccccc23)sc2cc(S(N)(=O)=O)ccc21	5	-31	14	99	1.8	12	9	15	3
Cc1ccc(S(=O)(=O)NN2C(=O)/C(=C/c3cccnc3)SC2=S)cc1	9	-1	1	83	-0.2	17	18	-1	3
O=C(NCc1cccs1)C1CCN(S(=O)(=O)c2cccc([N+](=O)[O-])c2)CC1	4	1	-1	101	-0.5	15	-4	-2	-3
Cc1cc(C)n(-c2nnc(Cl)c3ccccc23)n1	-14	2	4	100	-0.7	-2	1	-1	-2
Cc1ccc(NS(=O)(=O)c2cc(OCC(N)=O)c(C)cc2Cl)cc1	-16	-3	6	123	1.8	3	5	2	-6
COCCNC(=O)CN1c2ccccc2CC1C (configuration not stated)	0	1	0	93	1.4	8	-7	-4	0
O=C(COC(=O)c1cccc2ccccc12)Nc1cccnc1Cl	2	-5	-2	123	0.6	-18	3	-2	-2
CC(OC(=O)Cc1c[nH]c2ccccc12)C(=O)Nc1ccccc1F (configuration not stated)	-2	-2	-6	103	0.7	9	-2	3	-2
Cc1nnc(N)s1	-1	9	0	109	3.7	-2	9	1	2
CC1CCN(C(=O)CCC(=O)Nc2nnc(C(F)(F)F)s2)CC1	9	4	-3	128	-0.6	12	-2	-2	2
Cc1cc(C)c(C#N)c(SCS(=O)c2ccc(C(C)(C)C)cc2)n1 (configuration not stated)	3	0	4	95	1.6	-3	-7	-2	2
CC(CCc1ccccc1)NC(=O)c1cc2sccc2n1C (configuration not stated)	-3	1	-1	113	0.6	0	-3	-1	9
Cc1ccc(C(=O)Nc2cccc([N+](=O)[O-])c2)cc1S(=O)(=O)Nc1ccc(NC(=O)c2ccccc2)cc1	2	15	2	94	1.5	-19	-5	-4	0
O=C1CN(C(=S)Nc2ccccc2Cl)CCN1	5	-1	-3	90	-0.8	-13	-13	3	0
CC(=O)Nc1ccc(SCC(=O)c2cc(C)n(-c3ccccc3)c2C)cc1	-9	6	-4	111	2.6	1	8	-1	-3
O=C(COC(=O)c1c(Cl)ccc(Cl)c1Cl)NC(=O)NCc1ccccc1	9	9	5	92	1.6	13	5	2	3
O=c1oc2cc(OCc3ccc(F)cc3F)ccc2cc1-c1ccc2ccccc2n1	9	6	-1	94	-0.5	8	2	2	1
CC(C)(C)NC(=O)C12CC3CC(CC(Cl)(C3)C1)C2	5	5	-4	118	-0.3	0	1	-4	-10
C=C(C)c1cccc(C(C)(C)NC(=O)N2CCOCC2)c1	3	6	-1	110	-1.5	-11	7	1	1
CCCSC1=N/C(=C\C=C\c2ccco2)C(=O)S1	-1	44	3	97	4.0	5	-7	18	1
N/C(=N\OC(=O)c1cc(Br)ccc1Cl)c1cccnc1	3	4	-4	93	1.0	16	-1	-8	2
Nc1ccc(SCCN2C(=O)c3ccccc3C2=O)cc1	-6	-2	0	103	2.5	-20	3	1	0
Cc1ccc(-c2nc3ncccc3o2)cc1N	-8	2	-3	106	2.3	-22	1	1	-6
CCC(C)[C@H](NC(=O)NC1CC1)C(=O)O (some centres not stated)	6	-1	-5	112	-0.1	6	-1	-3	3
O=C(NCc1ccccn1)Nc1ccc(Cl)cc1	0	0	-3	104	1.3	7	0	0	3
Cc1ccc(CN2CCN(CC(=O)O)C2=O)cc1	-1	-4	-2	90	0.0	11	1	-2	6
C=C(C)CNC(=S)NNC(=O)CCn1c2ccccc2c2ccccc21	4	0	-1	104	3.6	-3	-3	-1	-4
CC1=NN(c2ccccc2)C(=O)/C1=C/c1cc2cc(C)ccc2nc1N1CCCCC1	9	15	2	85	7.1	13	3	-4	-3
O=C1CCC(C(=O)N(CCO)Cc2ccccc2)CN1CC1CCCCC1 (configuration not stated)	7	8	-1	106	4.5	13	10	0	4
C=CCn1c(SCC(=O)N(C)c2c(N)n(Cc3ccccc3)c(=O)[nH]c2=O)nnc1-c1ccccc1OC	1	1	0	114	2.4	-3	21	-1	-2
CCC(=O)c1c[nH]c(C(=O)NCCCN2CCOCC2)c1	-7	-3	-3	109	3.0	4	5	0	-4
COc1ccc(C2(NC(C)=O)CCN(C(=O)c3cccs3)CC2)cc1	11	13	-6	115	1.4	8	2	-3	-5
COc1ccccc1CC(=O)N1CCN(c2ccccc2)CC1	-7	-3	-2	92	0.7	-1	72	1	2
